Source: PubChem BioAssay (several laboratories)
cytoskel mod: modifiers of F-actin cytoskeleton organization, primary screen, imaging, HUVEC, phalloidin staining, high-content imaging. 91,000 compounds, 0.18% hits. inhibition, % at 2 µM. HUVEC TNFa F-actin phalloidin imaging;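 active = inhibition above the batch mean plus 3 SD and confirmed as a hit by visual image inspection, cut at about 30% in these data, passing the limit was not always enough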; note: strong numbers were not always called active
VCAM1 TNFa inh: inhibitors of TNFa-induced VCAM1 expression, primary screen, imaging, HUVEC, TNFa stimulus, immunofluorescence. 95,000 compounds, 0.48% hits. inhibition, % at 2 µM. HUVEC TNFa-induced VCAM-1 immunofluorescence, high-content imaging;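 active = inhibition above the batch mean plus 3 SD, with images confirmed as a hit by eye, cut at about 37% in these data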;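 note: 0% = TNF-stimulated DMSO wells and 100% = unstimulated control wells; not every result past the cut was called active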
E coli WT exp: growth inhibitors of wild-type E. coli, primary screen, strain BW25113, expanded library, OD600; OD600 absorbance; growth inhibition, % at 100 µM; 98,000 compounds, 0.15% hits; AID 710, 2007;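 active = growth inhibition above about 50% at one test dose, limit read from the data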;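 note: growth measured after 20 h incubation at 37 °C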
PLK1 PBD inh: Plk1 polo box domain binding inhibitors, primary screen, biochemical, fluorescence polarization | inhibition, %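 (tested at about 20 µM)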 | Plk1 PBD phosphopeptide binding | 97,000 compounds, 0.13% hits; in the data active = inhibition above about 34%, passing the limit was not always enough
sEH inh: soluble epoxide hydrolase inhibitors, primary screen, biochemical, human sEH. 91,000 compounds, 0.34% hits. recombinant human sEH enzymatic activity assay. Bifunctional epoxide hydrolase 2 (Homo sapiens), P34913. inhibition, % at 2 µM; in the data active = inhibition above about 80%; note: values of inactives mirror those of a sister screen read the other way; many of its hits are not listed in these tables
Target sequence (P34913 whole entry, looked up): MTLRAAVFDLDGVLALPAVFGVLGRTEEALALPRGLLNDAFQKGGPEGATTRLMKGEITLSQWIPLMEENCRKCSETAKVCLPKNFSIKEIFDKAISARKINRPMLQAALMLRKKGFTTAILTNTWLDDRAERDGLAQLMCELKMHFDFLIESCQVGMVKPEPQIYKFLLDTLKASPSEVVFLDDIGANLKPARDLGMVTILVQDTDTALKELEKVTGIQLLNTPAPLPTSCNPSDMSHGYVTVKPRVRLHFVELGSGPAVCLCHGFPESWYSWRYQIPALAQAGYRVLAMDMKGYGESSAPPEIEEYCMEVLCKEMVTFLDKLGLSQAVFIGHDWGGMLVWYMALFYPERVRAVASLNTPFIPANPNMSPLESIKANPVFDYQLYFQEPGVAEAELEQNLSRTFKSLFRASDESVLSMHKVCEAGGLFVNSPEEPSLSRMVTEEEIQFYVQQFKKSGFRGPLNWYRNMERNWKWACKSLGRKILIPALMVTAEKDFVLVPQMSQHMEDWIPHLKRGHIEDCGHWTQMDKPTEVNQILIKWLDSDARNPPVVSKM
IL1B cytotox: cytotoxicity in IL-1B stimulated HUVEC, primary screen, cytotoxicity control for IL-1B NFkB translocation project, imaging, Hoechst nuclear count, IL-1B stimulus | HUVEC cell count loss | cell count reduction, % at 2 µM | 94,000 compounds, 0.41% hits;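 active = cell count reduction more than 3 SD above the screen-wide mean, cut at about 70% in these data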;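 note: normalized per plate to untreated control cells as the no-loss baseline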
PLK1 inh: human PLK1 kinase inhibitors, primary screen, biochemical, TR-FRET | Serine/threonine-protein kinase PLK1 (Homo sapiens), P53350 | recombinant PLK1 kinase, TR-FRET peptide phosphorylation | AID 619, 2007 | inhibition, % at 10 µM | 97,000 compounds, 0.53% hits;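 active = inhibition of 50% or more in the single-concentration screen; inactive = inhibition below 50%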;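 note: 0% = DMSO max control and 100% = H-89 dihydrochloride min control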
TNFa cytotox: cytotoxicity in TNFa-stimulated HUVEC, primary screen, cytotoxicity control for VCAM1 expression modulator project, imaging, Hoechst nuclei count. HUVEC TNFalpha-stimulated, Hoechst cell count. cell count reduction, % at 2 µM. 93,000 compounds, 0.17% hits. AID 848, 2007;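 active = cell count reduction exceeding the screen mean by over 5 SD, scaled to untreated wells per plate, cut at about 78% in these data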;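 note: cells counted after 24 h of TNF alpha exposure following the 1 h pretreatment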
DAT uptake mod: changed hDAT dopamine uptake under cocaine IC80, either direction, primary screen, cocaine antagonist project, cell-based, LLC-PK1 hDAT, [14C]-dopamine uptake, MLSMR. Sodium-dependent dopamine transporter (Homo sapiens), Q01959. B-score at 10 µM. 110,000 compounds, 1.3% hits. LLC-PK1 hDAT cells, [14C]-dopamine uptake with cocaine IC80; actives deviate in either direction. AID 449768, 2010;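 active = Z score or B-score, a plate-position-corrected score, falls beyond the plate's 99.7% confidence bounds, in either direction; inactive = both scores lie inside the 99.7% bounds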;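 note: scored against the spread of the other compound wells on the same plate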
Active calls of the source: *; nt = no result given.

SMILES | cytoskel mod | VCAM1 TNFa inh | E coli WT exp | PLK1 PBD inh | sEH inh | IL1B cytotox | PLK1 inh | TNFa cytotox | DAT uptake mod
CCOc1cc(/C=N/NC(=O)CNc2ccc(C)cc2)ccc1OC(=O)c1ccccc1 | -13 | 0 | 1 | 5 | -22 | nt | -1 | 6 | 1.7
Cc1ccc(OCC(=O)NCCN2CCOCC2)cc1C | -5 | -1 | -7 | 5 | 8 | -23 | 0 | -5 | 0.16
COc1cc(OC)c(C2C(C(=O)O)c3ccccc3C(=O)N2C)cc1OC (stereo unspecified) | -12 | 16 | -1 | -5 | nt | -31 | 2 | -3 | 1.6
CN1CCN(CCCNC(=O)c2nnc(Cc3c(F)cccc3Cl)o2)CC1 | -4 | 4 | 6 | -34 | -6 | -5 | -18 | -5 | 0.28
CC(C)(C)C(=O)Nc1ccnc(-c2cccnc2)n1 | 5 | 3 | 3 | 10 | 9 | -44 | -13 | 2 | 0.98
CCn1ncc(Br)c1C(=O)Nc1sc2c(c1C(N)=O)CCC2 | 9 | 4 | 0 | -9 | 10 | -16 | -12 | -12 | -0.25
CCOC(=O)C1CCCN(C(=O)c2cccs2)C1 (stereo unspecified) | -17 | 8 | 1 | -22 | -6 | -4 | -13 | 11 | -0.054
Cc1cc(C(=O)OCC(=O)Nc2ccccc2F)c(C)o1 | 12 | 3 | 1 | -2 | 11 | -1 | -9 | -16 | -0.32
O=C(NCCN1CCc2ccccc2C1)C1CCN(S(=O)(=O)N2CCCCC2)CC1 | 28 | 24 | -13 | -12 | nt | 20 | -9 | -26 | 0.4
CN(C)C=Nc1nonc1-c1ncn[nH]1 | -20 | -12 | 2 | 8 | 9 | -4 | -9 | -12 | -1
CCCn1c(SCC(=O)c2cc(OC)ccc2OC)nc2c1c(=O)n(C)c(=O)n2C | -2 | -3 | nt | 10 | -8 | -28 | -11 | -15 | nt
CC1CN(C(=O)CN2C(=O)NC3(CCCCCC3)C2=O)CC(C)O1 (stereo unspecified) | 14 | 2 | -5 | -15 | -6 | -7 | -11 | -10 | -0.022
CC1(C)Cc2c(C#N)c(OCC(=O)c3ccc(Cl)cc3)nc(-c3ccco3)c2CO1 | -4 | -19 | -10 | -2 | -3 | -7 | -13 | -15 | -2.4*
COC(=O)Cn1cc(/C=N/NC(=O)c2ccc(C#N)cc2F)c2ccccc21 | 35 | -2 | 0 | -6 | -14 | 26 | -15 | -14 | 0.97
COc1cc(OC)c(NS(=O)(=O)c2coc(C(N)=O)c2)cc1Cl | -4 | 10 | 6 | 7 | nt | 9 | -4 | -28 | -0.8
Cc1noc(C)c1S(=O)(=O)N1CCC(Cc2ccccc2)CC1 | -19 | 8 | 0 | -23 | nt | -21 | -13 | -22 | 0.43
Cc1ccc(-c2nnn(CC(=O)N(Cc3ccccc3)C(C(=O)NC3CCCC3)c3ccncc3)n2)o1 (stereo unspecified) | 11 | 0 | -8 | -25 | -22 | 28 | -7 | -17 | -0.55
CCOc1cc(C2NC(=O)NC(O)(C(F)(F)F)C2C(=O)c2ccccc2)ccc1OC (stereo unspecified) | 16 | 13 | 4 | 0 | -16 | -20 | -11 | -4 | -0.98
CCOC(=O)c1ccc(N2C(=O)CC(N3CCC(C(=O)OCC)CC3)C2=O)cc1 (stereo unspecified) | -21 | 2 | -2 | -6 | 7 | -14 | -15 | -13 | 0.37
c1ccc(-c2noc(-c3cccc4ccccc34)n2)cc1 | 3 | 15 | 2 | -10 | nt | -17 | -3 | -26 | -0.017
Cc1nc2cc(NC(=O)COc3ccccc3C#N)ccc2n1-c1ccccc1 | 4 | 15 | -10 | 5 | 24 | -7 | -33 | -21 | 0.62
O=C(c1ccccc1/S(=N/S(=O)(=O)c1ccccc1)N1CCOCC1)N1CCOCC1 (stereo unspecified) | 11 | 6 | -1 | 18 | -6 | -28 | -5 | -29 | -0.044
O=C(NCC(=O)N(Cc1cccs1)C(C(=O)NC1CCCC1)c1ccncc1)c1ccco1 (stereo unspecified) | 6 | 12 | 3 | -19 | -20 | -15 | -1 | -1 | 0.57
CCOc1cc(C)c(S(=O)(=O)N2CCCC2)cc1C | -2 | 10 | -8 | -22 | 7 | -26 | -5 | -20 | 0.6
Cc1ccc(C(=O)C2C(=O)c3ccccc3C2=O)cc1 | -7 | 11 | -7 | 19 | -9 | 16 | -4 | -16 | 0.47
Next part:
SMILES | cytoskel mod | VCAM1 TNFa inh | E coli WT exp | PLK1 PBD inh | sEH inh | IL1B cytotox | PLK1 inh | TNFa cytotox | DAT uptake mod
COC(=O)c1ccc(Cn2nc(C)c(Br)c2C)cc1 | 5 | -2 | 11 | -2 | 5 | -1 | 3 | 10 | 0.24
CCCCSc1nn[nH]n1 | 32 | -12 | -6 | 15 | 6 | 11 | -10 | -5 | -1.5
Cc1ccc(Cl)cc1N1CCN(S(=O)(=O)c2ccc3c(c2)oc(=O)n3C)CC1 | 1 | -14 | -1 | 39* | nt | -51 | -9 | -10 | 1.2
O=C(Nc1cccn2ncnc12)c1ccc(Cl)cc1 | 19 | 14 | 8 | -10 | -5 | 13 | -4 | 12 | 0.81
Cc1nc(NC(=O)c2ccccc2)sc1-c1csc(NCc2ccco2)n1 | -3 | -7 | -16 | 23 | 65 | -12 | -9 | -6 | 0.3
CCOC(=O)c1cc(CC)sc1NC(=O)C1CC1 | -7 | -9 | 0 | -5 | 7 | -14 | -8 | -17 | 0.79
CCC(Sc1ccc2nnc(-c3ccc(F)cc3)n2n1)C(=O)O (stereo unspecified) | 1 | -8 | 6 | -5 | -7 | -24 | -2 | -5 | 0.033
CCOc1ccc(C(=O)Nc2ccc3c(c2)OCCO3)cc1OC | 18 | 11 | -22 | 10 | -6 | -7 | -15 | -22 | 0.19
COc1ccccc1C(=O)Nc1ccc(N2CCN(S(C)(=O)=O)CC2)cc1 | -22 | -22 | -2 | -21 | -8 | -16 | -4 | -30 | -0.12
Cc1cc(C(=O)OCC(=O)N2CC(C)CC(C)C2)c(C)o1 (stereo unspecified) | 28 | 20 | 2 | -13 | -10 | 0 | -10 | 13 | -0.31
O=C(CCOc1ccccc1)OCC(=O)c1cc2ccccc2o1 | 3 | 21 | 21 | -15 | nt | nt | -15 | -3 | -1.6
O=C(/C(=C/c1ccc(Cl)cc1)c1nc2ccccc2[nH]1)c1cccs1 | 12 | 52* | -15 | -16 | -6 | 1 | -8 | -6 | 0.83
CC(=O)NCCOc1cccc2ccccc12 | 15 | -7 | -4 | -1 | -1 | -30 | -17 | -10 | 0.056
O=S(=O)(Cc1ccc(Cl)cc1)NCC1CCCO1 (stereo unspecified) | -7 | 13 | -3 | 8 | 8 | -15 | -5 | 6 | 0.87
CCCn1c(=O)c(C(=O)NCc2cccnc2)c(O)c2ccccc21 | -11 | -7 | -5 | -16 | 4 | -18 | -2 | -31 | 0.28
O=c1c2ccccc2c(-c2ccccc2)nn1Cc1c(Cl)cccc1Cl | 20 | 3 | -11 | -13 | -3 | 2 | -3 | -8 | 0.71
Cn1cc([N+](=O)[O-])c(C(=O)Nc2ccc(Br)cn2)n1 | -2 | 0 | 13 | -17 | 8 | -26 | -1 | -12 | -0.61
CC(NC(=O)c1ccc(Cl)cc1)C(=O)N1CCCCC1 (stereo unspecified) | -15 | 12 | 5 | 3 | -4 | -8 | -4 | 6 | nt
CCN(C(=O)c1coc(=O)c(Br)c1)c1ccc2c(c1)OCO2 | -16 | 18 | 8 | -3 | -8 | 29 | -6 | -14 | -0.035
O=C(Nc1nnc(-c2ccccc2SCc2ccccc2)s1)Nc1ccccc1F | -16 | 1 | -1 | 27 | 2 | 11 | -10 | 6 | -0.0041
CCC(=O)Nc1cc2c(C)cc(=O)oc2cc1C | 16 | -14 | -1 | -1 | 0 | 15 | -8 | -42 | -1.6
O=C(CSc1nnc(-c2ccco2)n1Cc1ccccc1)OC1CCCCC1 | 13 | 6 | -2 | -7 | -1 | 12 | -12 | 31 | 0.0033
CCS(=O)(=O)N1CCC(C(=O)NCCN2CCN(Cc3ccccc3)CC2)CC1 | -62 | -2 | -6 | 6 | -2 | 28 | -6 | 3 | 0.43
CC(C)CCn1c(SCCc2ccccc2)nc2c1c(=O)[nH]c(=O)n2C | 14 | -1 | -6 | -13 | 11 | 25 | -12 | -10 | -0.1
CCN(CC)C(=O)c1sc2nc(-c3ccc(OC)cc3)cn2c1C | 16 | 1 | -8 | 10 | -7 | -3 | -11 | -29 | nt

Filtered by structure: the entries above containing a COOH group
SMILES | cytoskel mod | VCAM1 TNFa inh | E coli WT exp | PLK1 PBD inh | sEH inh | IL1B cytotox | PLK1 inh | TNFa cytotox | DAT uptake mod
COc1cc(OC)c(C2C(C(=O)O)c3ccccc3C(=O)N2C)cc1OC (stereo unspecified) | -12 | 16 | -1 | -5 | nt | -31 | 2 | -3 | 1.6
CCC(Sc1ccc2nnc(-c3ccc(F)cc3)n2n1)C(=O)O (stereo unspecified) | 1 | -8 | 6 | -5 | -7 | -24 | -2 | -5 | 0.033

(cont.)
SMILES | cytoskel mod | VCAM1 TNFa inh | E coli WT exp | PLK1 PBD inh | sEH inh | IL1B cytotox | PLK1 inh | TNFa cytotox | DAT uptake mod
CC(C)(C)n1nnnc1CN(Cc1ccc(F)cc1)Cc1ccco1 | -12 | -9 | -5 | 7 | 25 | 2 | -8 | 1 | -0.28
c1ccc2c(c1)C(=NC1CCCCC1)NC2=NC1CCCCC1 | -49 | 9 | -2 | -8 | 4 | -6 | -11 | 5 | -0.4
O=C(Cc1cn2ccsc2n1)OCc1nc2ccccc2s1 | -14 | 28 | 1 | 8 | -4 | 47 | -13 | 18 | -0.57
CCOc1ccccc1CN1C(=O)c2ccccc2C1C(=O)NCC1CCCO1 (stereo unspecified) | -2 | -11 | 1 | 9 | 4 | 15 | -6 | 6 | 0.29
CCOCCCn1c(SCC(=O)NC(C)(C)C)nc2ccccc2c1=O | 2 | -16 | 0 | -4 | 14 | -6 | -3 | -12 | -0.53
CCn1c(=O)c2ccccc2n2c(SCC(=O)NCc3cccs3)nnc12 | -2 | -18 | 0 | 18 | -4 | -59 | 6 | -46 | 0.3
COc1ccc(Sc2ccccc2CN(C)C)cc1OC | -15 | -2 | -3 | 20 | 4 | -41 | -4 | 7 | 0.56
Cn1c(SCC(=O)c2ccccc2)nnc1-c1ccco1 | 8 | -2 | nt | -19 | 8 | 15 | -7 | -6 | -0.051
CCOC(=O)C1CCN(Cc2cnc(Oc3ccc(C(C)(C)C)cc3)s2)CC1 | -12 | -1 | 0 | -18 | 2 | -21 | -11 | -27 | 0.97
CC(C)(C)n1nc2c(c1NC(=O)c1ccc(S(=O)(=O)N3CCCCC3)cc1)CS(=O)C2 (stereo unspecified) | 20 | 0 | 3 | -4 | -10 | -10 | -1 | -23 | 0.61
O=S(=O)(Cc1ccccc1Cl)N1CCN(Cc2ccc3c(c2)OCO3)CC1 | 47* | 3 | 0 | -26 | 2 | -72 | -3 | -25 | 0.84
C/C(=N/O)c1cc(C(C)(C)C)c(O)c(C(C)(C)C)c1 | nt | 20 | -1 | -25 | -17 | 19 | -14 | 20 | 0.023
Cc1ccc(C(=O)Nc2c(C)n(C)n(-c3ccccc3)c2=O)cc1S(=O)(=O)N1CCOCC1 | -4 | -13 | nt | -4 | nt | -10 | -1 | 3 | -0.43
Cn1nnc(C(O)CNCc2cccs2)n1 (stereo unspecified) | -9 | -11 | -4 | 19 | 3 | -15 | -4 | -64 | -0.0057
